Bioassay records: PubChem BioAssay, National Center for Advancing Translational Sciences (NCATS)
MBNL1 CUG block – inhibitors of human MBNL1 binding to CUG repeat RNA; Potency, µM (top dose mostly 57.5 µM), without a hit: at the top dose activity change, negative = inhibition, most hits filed as inhibitors; AID 2675; 280,000 compounds, 0.036% hits; TR-FRET MBNL1-His/biotin-(CUG)12 binding, 665/545 ratio; Q9NR56; active means well fitted inhibition curve with a large enough effect in the signal ratio, with a control signal flat, not every such curve was filed as active; inconclusive means small, poorly fitted or top-dose-only effect, or effect the other way, or a change in a side signal; inactive means no such curve, though single readings can be large or run the other way; the % refers to the signal ratio; further: on the % scale 0 is the no-effect control and ±100 the full control effect
Target sequence (Q9NR56 whole entry, looked up): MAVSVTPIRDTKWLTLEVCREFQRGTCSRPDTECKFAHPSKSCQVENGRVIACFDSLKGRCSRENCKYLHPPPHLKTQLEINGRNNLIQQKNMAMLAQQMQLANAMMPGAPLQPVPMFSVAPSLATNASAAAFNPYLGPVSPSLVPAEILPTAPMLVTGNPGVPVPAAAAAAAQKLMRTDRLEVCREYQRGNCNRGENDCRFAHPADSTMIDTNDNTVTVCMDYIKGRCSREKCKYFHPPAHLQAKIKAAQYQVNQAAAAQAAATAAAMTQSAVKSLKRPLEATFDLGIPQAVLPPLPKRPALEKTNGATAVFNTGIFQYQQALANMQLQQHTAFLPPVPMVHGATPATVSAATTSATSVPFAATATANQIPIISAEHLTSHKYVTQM
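Inhibition of protein-RNA binding appears as loss of TR-FRET between terbium anti-His antibody on MBNL1-His and streptavidin-XL665 on biotin-(CUG)12. Activity is normalized to buffer-only and uninhibited-complex controls.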
BRCA1 expr up – activators of BRCA1 expression. MCF7-BRCA1-FFLuc reporter, luminescence, 48 h; response scale: scaled: vehicle 0%, 10 µM genistein 100%. Potency, µM (series often up to 46.1 µM), for the others: top-dose activation, most hits filed as activators. 380,000 compounds, 1.1% hits. AID 624202; further: nearly all actives have a fitted effect of over 80% in size; some results filed as inactive show a strong effect at the top dose
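Luminescence from a BRCA1-driven firefly luciferase in MCF7 cells was read after 48 h compound exposure at 37 C. Data normalized against DMSO and a 10microM genistein activation control, then curve-fitted across the titration.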
NPC1 promoter act – activates the NPC1 promoter; AID 485313; Potency, µM (series often up to 9.22 µM), for inactives: at the top dose activation, usual class: activators; 320,000 compounds, 2.4% hits; Huh7 NPC1 promoter luciferase reporter, 24 h;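 further: % of control where 0% means no effect; nearly all actives have a fitted effect of over 60% in size; reporter is driven by a mutant NPC1 promoter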
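Luciferase expression driven by the NPC1 promoter was measured in stably transfected Huh7 cells after a 24 h compound incubation, using a luciferase reagent and a luminescence read.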
RORg inh – ROR gamma (mouse) transcription inhibition. Drosophila S2 Gal4-RORgamma UAS-luciferase reporter, 20 h. Potency, µM (series often up to 53.6 µM), for the others: at the highest dose activity change, negative = inhibition, most hits filed as inhibitors. 310,000 compounds, 5.4% hits; further: on the % scale 0 is the no-effect control and ±100 the full control effect; nearly all actives have a fitted effect of over 60% in size
Target sequence (P51450 whole entry, looked up, the tested form may be a part): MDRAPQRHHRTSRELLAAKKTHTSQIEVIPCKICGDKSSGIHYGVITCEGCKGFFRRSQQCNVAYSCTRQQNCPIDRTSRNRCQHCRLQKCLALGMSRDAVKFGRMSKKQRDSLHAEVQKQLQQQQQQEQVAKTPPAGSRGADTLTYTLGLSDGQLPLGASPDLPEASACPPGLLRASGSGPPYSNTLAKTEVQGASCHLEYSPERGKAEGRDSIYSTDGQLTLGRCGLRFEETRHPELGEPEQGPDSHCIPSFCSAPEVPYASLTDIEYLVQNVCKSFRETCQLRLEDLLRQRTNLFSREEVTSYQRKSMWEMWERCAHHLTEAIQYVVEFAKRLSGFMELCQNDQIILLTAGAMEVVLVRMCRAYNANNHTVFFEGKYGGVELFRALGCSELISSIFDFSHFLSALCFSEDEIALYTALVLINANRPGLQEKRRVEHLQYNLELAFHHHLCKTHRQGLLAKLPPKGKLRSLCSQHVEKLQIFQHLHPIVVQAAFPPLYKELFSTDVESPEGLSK
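Stably transfected Drosophila Schneider cells are the test system, with ROR gamma fused to Gal4 and luciferase under UAS control; luminescence is read after 20 hr of 700 uM copper sulfate induction at ambient temperature.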
ELG1 genotoxic – inducers of genotoxicity in HEK293T ELG1-luciferase cells; HEK293T ELG1-luciferase reporter, luminescence, 16 h; AID 504466; Potency, µM (series often up to 46 µM), for inactives: at the highest dose activity change, positive = activation, most hits filed as activators; 330,000 compounds, 1.3% hits; further: % of control where 0% means no effect; nearly all actives have a fitted effect of over 60% in size
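HEK293T cells expressing luciferase-tagged ELG1 were treated with compound or DMSO for 16 hr at 37°C. Luciferase activity was then read after 30 min with ONE-Glo at room temperature; rising signal flags genetic stress.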
p53 reactivator – mutant p53 re-activation in reporter cells | AID 504706 | H1299 p53-A138V BP100-luciferase reporter, luminescence, 24 h | Potency, µM (series often up to 92.2 µM), inactives show at the top dose activity change, positive = activation, hits mostly activators | 320,000 compounds, 0.063% hits; further: % of control where 0% means no effect; nearly all actives have a fitted effect of over 45% in size
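p53-null H1299 cells stably carrying temperature-sensitive p53-A138V and a BP100-luciferase reporter were pinned with compounds (4-point, 1:5 series) and held 24 hrs at 37 deg C. Luminescence was read 10 min after detection reagent.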
CXXC DNA block – MLL CXXC-DNA interaction inhibition. 290,000 compounds, 0.037% hits. AID 2662. MLL-CXXC / FITC-HOXA9 DNA fluorescence polarization. Q03164. Potency, µM (doses to about 115 µM), without a hit: at the highest dose activity change, negative = inhibition, actives largely listed as inhibitors; active means well fitted inhibition curve with a large enough effect in the polarisation, with a control signal flat, not every such curve was filed as active; inconclusive means small, poorly fitted or top-dose-only effect, or effect the other way, or a change in a side signal; inactive means no such curve, though single readings can be large or run the other way; the % refers to the polarisation
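Fluorescence polarization: 7 uM MLL-CXXC (stock) preincubated 5 min with compounds, then 50 nM fluorescein-HOX-A9 DNA (stock) added; 30 min ambient. Buffer 50 mM Tris-HCl pH 7.5, 50 mM NaCl, 1 mM DTT, 0.05% BSA.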
Rab9 prom act – activates the Rab9 promoter; AID 485297; Potency, µM (doses to about 9.22 µM), without a hit: top-dose activation, negative = inhibition, most hits filed as activators; Huh7 Rab9 promoter-luciferase reporter, luminescence, 24 h; 320,000 compounds, 2.8% hits; further: % of control where 0% means no effect; nearly all actives have a fitted effect of over 60% in size
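Cell-based reporter: Huh7 stable for Rab9 promoter-driven luciferase, plated in reduced-serum medium with 10% FBS at 1500 cells/well, compound-treated 24 h at 37 °C, luminescence read after 10 min reagent.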
FLuc modulator – firefly luciferase modulation, counter-screen for miR-21 project | P08659 | purified FLuc, Km substrates, luminescence inhibition | Potency, µM (top dose mostly 57.5 µM), without a hit: at the top dose activity change, negative = inhibition, actives largely listed as inhibitors | 360,000 compounds, 6.9% hits | AID 588342;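 further: plate controls were vehicle for no effect and reference inhibitor for full effect; nearly all actives have a fitted effect of over 55% in size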
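Purified P. pyralis luciferase, 10 nM final, with Km-level 10 uM D-luciferin and 10 uM ATP in 50 mM Tris acetate pH 7.5, 10 mM Mg acetate, 0.01% Tween-20, 0.05% BSA; 6-point qHTS titration about 60 µM downward; luminescence read.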
VP16 counter – inhibits Gal4-VP16 luciferase reporter, ROR gamma counter-screen. Potency, µM (titrated, usually from 53.6 µM), inactives show at the top dose activity, negative = inhibition, hits mostly inhibitors. 310,000 compounds, 3.5% hits. Drosophila S2 Gal4-VP16 UAS-luciferase, luminescence, 20 h;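 further: Gal4-VP16 expression switched on by copper sulfate through the metallothionein promoter; on the % scale 0 is the no-effect control and ±100 the full control effect; nearly all actives have a fitted effect of over 50% in size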
uPA surface inh – inhibitors of cell surface uPA generation; cell surface uPA generation assay, qHTS; Potency, µM (top dose mostly 38.3 µM), for the others: at the highest dose activity change, negative = inhibition, usual class: inhibitors; 330,000 compounds, 0.31% hits; active means well fitted inhibition curve with a large enough effect; inconclusive means small, poorly fitted or top-dose-only effect; inactive means no such curve, though single readings can be large or run the other way; tested in mouse RAW 264.7 cells; further: on the % scale 0 is the no-effect control and ±100 the full control effect; nearly all actives have a fitted effect of over 55% in size
* marks the source's active call; other numbers are inactive results; ? = inconclusive; . = not tested or not shown; & = joins results of further samples; [ ] = another dose, or the depositor's remark. Unless noted, the call rests on the fitted dose curve; in most records, active means well fitted curve in the direction sought with a large enough effect; inconclusive means small, poorly fitted or top-dose-only effect, or another doubt; inactive means no such curve, though single readings can be large; an effect the other way counts as inactive or inconclusive. Potency means the concentration at half of the fitted maximal effect. An excerpt. The share of hits here may be higher or lower than overall.

SMILES	MBNL1 CUG block	BRCA1 expr up	NPC1 promoter act	RORg inh	ELG1 genotoxic	p53 reactivator	CXXC DNA block	Rab9 prom act	FLuc modulator	VP16 counter	uPA surface inh
O=C(NCCNc1ccc([N+](=O)[O-])cc1Cl)c1ccccc1F	?	-63%[inhibitor]	9%	-13%[1.91 µM]	-2%	-4%	1%	4%	-29%	3%	-12%
NS(=O)(=O)c1ccc(Nc2ccccc2)c([N+](=O)[O-])c1	?	5%	-4%	39%	-4%	14%	9%	-2%[1.84 µM]	3%	-6%	-8%
CC(C)Oc1ccc(CNS(=O)(=O)c2csc(C(N)=O)c2)cc1	-2%	7%&0%	-5%	0%	9%	1%	7%	-7%	0%&1%	?	1%
C=CCOc1ccc(/C=C/C(C)=N\O)cc1	?	41%[1.84 µM]	2.8µM*	-21%	?	26%	-19%	2.8µM*	6.7µM*	6%	-8%
CN(C)c1ccc2c(=O)[nH][nH]c(=O)c2c1	-1%	4%	-1%	4%	-4%	-3%	3%	2%	0%	-2%	2%
Cc1ccc(-c2csc3ncnc(N4CCN(C(=O)c5ccco5)CC4)c23)cc1	.	-24%	-3%	.	-7%	-9%	.	1%	6%	.	2%
COc1ccc(CC(=O)Nc2ccc(S(=O)(=O)Nc3onc(C)c3C)cc2)cc1OC	-3%	5%	-3%	?	-2%	3%	1%	4%	7%	1%	1%
CCOC(=O)c1cc(-c2nnc(-c3ccc(Cl)cc3)o2)c(C)nc1C	7%	-1%	0%	0%	2%	4%	-1%	-3%	1%	2%	5%
O=C(CCc1ccc(S(=O)(=O)NCCc2ccccc2)cc1)NCc1ccc2c(c1)OCO2	4%	-24%	-2%	16%	-10%	-3%	0%	4%	3%	?	1%
O=C1C=C(NC(=O)Nc2ccc(Cl)c(Cl)c2)CCC1	2%	15%	7%	39%	3%	0%	3%	?	-4%	1%	4%
COc1ccc2c(COC(=O)c3n[nH]c4ccccc34)cc(=O)oc2c1	11%	4.5µM*	3.2µM*	42%	?	?	24%	3.5µM*	3µM*	0%	-3%
COc1ccc(-c2[nH]ncc2/C=N/NC(=O)c2cccc([N+](=O)[O-])c2)cc1OC	?	-1%	-7%	-34%	-1%	-4%	-1%	-9%	-5%	0%	22%
CCOc1ccccc1NC(=O)C(OC(=O)c1ccccc1)c1ccccc1 (stereo not drawn)	6%	-37%	5%	-13%	0%	3%	3%	0%	-1%	?	0%
O=C(COC(=O)CCC(=O)c1cccs1)NC1CC1	-3%	-19%	-1%	-15%	0%	0%	-8%	0%	-1%	6%	-3%
NNC(=O)[C@H]1C[C@@H]1c1ccccc1	.	16%	-2%	-7%[10 µM]	2%	-5%	12%	-1%	3%	-6%	-2%
CC(=O)c1ccc(N2CCN(c3ccc(C(N)=O)cc3[N+](=O)[O-])CC2)cc1	?	13%	-9%	-11%	-16%	15%	2%	-3%	-3%	-9%	0%
COc1ccc(S(=O)(=O)n2ccnc2)c2cccnc12	1%	1%	-1%	-35%	5%	16%	13%	-3%	-2%	4%	-4%
Oc1ccc(-c2nc(-c3ccc(F)cc3)c(-c3ccncc3)[nH]2)cc1	.	-16%&-27%	-16%[46.1 µM]	17%	-8%	-11%	12%	-12%[46.1 µM]	-8%	-14%	-9%
Cc1cc(-n2cnnn2)ccc1C(C)C	-4%	34%	0%	6%	9%	8%	-9%	9%	?	7%	-3%
CCOC(=O)CSc1nc(C)nc2c1sc1nc(C)c(C(C)=O)c(-c3ccc(OC)cc3)c12	?	67%	-8%	31%	-3%	1%	12%	-5%	5%	-2%	-4%
O=S(=O)(Nc1cccnc1)c1cc(Cl)ccc1Cl	-3%	-24%	-3%	16%	0%	-3%	-22%	-3%	0%	3%	-3%
Oc1c(Cl)cc(Cl)cc1CNc1nc2ccccc2[nH]1	-19%	-4%	-4%	-5%[1.91 µM]	-4%	.	4%	-4%	?	?	-2%
Cc1ccc(C)c(NC(=S)NNc2ccc(F)cc2F)c1	1%	-20%	3%	?	-9%	21%	1%	-3%	2%	3.2µM*	-9%
COc1ccc(S(=O)(=O)N2CCc3ccccc32)cc1C(=O)OCC(=O)c1c(N)n(C)c(=O)n(C)c1=O	3%	-23%	-3%	14%	-2%	8%	0%	-4%	6%	-1%	5%
COCc1cc(C)nc(SCC(=O)Nc2ccccc2C)c1C#N	19%	-11%	1%	-3%	0%	0%	6%	4%	1%	-6%	4%
The results go on:
SMILES	MBNL1 CUG block	BRCA1 expr up	NPC1 promoter act	RORg inh	ELG1 genotoxic	p53 reactivator	CXXC DNA block	Rab9 prom act	FLuc modulator	VP16 counter	uPA surface inh
COc1ccc(N2CCN(S(=O)(=O)CCNC(=O)C(C)Oc3ccccc3)CC2)cc1 (stereo not drawn)	.	-8%	-6%	.	1%	4%	.	0%	2%	.	-1%
COc1ccc(C(=O)C2CCCN(Cc3cc(C)c(O)c(C)c3)C2)c(OC)c1 (stereo not drawn)	-13%	-15%	-9%	20%	-3%	-11%	-12%	-7%	-1%	4%	6%
CC1CC(Nc2ccccc2)=CC(=O)O1 (stereo not drawn)	-6%	-9%	0%	-23%	0%	-3%	14%	3%	-2%	-16%	1%
C=CCc1c(C)nc(SCc2ccccc2)[nH]c1=O	-13%	39%	0%	-13%	7%	3%	3%	-2%	?	-6%	2%
O=C(CCn1nnnc1CN1CCOCC1)N1CCC(c2cccc(Cl)c2)C1 (stereo not drawn)	0%	1%	0%	-28%	1%	-13%	-4%	8%	4%	6%	-4%
CCOC(=O)CC1(C)SC(NC(C)=O)=NN1C(C)=O (stereo not drawn)	?	10%	-7%	?	0%	8%	-4%	-7%	-10%	?	6%
CCNC(=S)N1CCN(CC(=O)Nc2ccc(OC)cc2)CC1	1%	0%	-3%	-20%	-1%	-1%	-7%	-5%	0%	-7%	.
Cc1ccc(/C=N/n2c(C)nc3ccccc3c2=O)o1	12%	-8%	2%	15%	0%	1%	-1%	19%	-7%	-4%	11%
O=C(NNC(=O)c1nn(-c2ccc(F)cc2)ccc1=O)c1ccccc1Cl	?	2%	-4%	4%	-5%	-1%	33%[activator]	0%	-17%	-16%	1%
CCN(c1ccccc1)c1nc2nonc2nc1NCCO	12%	-15%	0%	-4%	-1%	-5%	-2%	-6%	2%	2%	0%
O=C(/C=C/c1ccc2c(c1)OCO2)c1cccnc1	-1%	-2%	2%	?	1%	5%	-14%	-1%	15µM*	-7%	-4%
CCOC(CNC(=O)CCc1c(C)nc2ncnn2c1C)OCC	-9%	0%	5%	8%	3%	3%	-9%	-3%	1%	0%	4%
O=C(O)C1CCCCN1S(=O)(=O)c1ccc2ccccc2c1 (stereo not drawn)	-1%	-2%[1.84 µM]	5%	27%	2%	3%	8%	1%	3%	5%	3%
Cc1cc(C(=O)COC(=O)c2ccc(N)c([N+](=O)[O-])c2)c(C)n1Cc1ccc2c(c1)OCO2	-11%	5%	26%	0%	7%	1%	-2%	3%	?	1%	-8%
CC(CCc1ccccc1)NS(=O)(=O)c1ccc(Cl)c(C(=O)O)c1 (stereo not drawn)	-3%	-1%	0%	-21%	-3%	2%	1%	3%	2%	4%	.
CCNC(=S)Nc1ccc(Cc2ccncc2)cc1	-9%	3%	1%	0%	0%	-3%	34%[activator]	-1%	0%	-19%	2%
CCc1cc(=O)oc2cc(C)c(CN3CCCC(C)C3)c(O)c12 (stereo not drawn)	10%	-28%	-2%	9%	5%	-4%	4%	-1%	-17%	-10%	.
C[C@H](NC(=O)c1ccccc1Cl)C(=O)NCc1cccs1	-4%	1%	-9%	-6%	-5%	-2%	11%	-24%	-2%	-5%	17%
COc1ccc(S(=O)(=O)Cc2ccc(C(=O)N3CCN(c4ccccc4)CC3)o2)cc1	-8%	1%	-1%	4%	-25%	-1%	7%	1%	6%	1%	1%
N#CNC(=Nc1ccc(Cl)cc1)Oc1ccccc1	-1%	-62%	-1%	0%	0%	2%	?	-1%	-2%	9%	0%
CCc1nnc(NC(=O)c2oc3cc(C)c(C)cc3c2C)s1	2%[11.5 µM]	18%	16%	-11%	9%	18%	2%	6%	-1%	3%	-1%
Cc1cc(-n2c(SCC(=O)NCCC3=CCCCC3)nc3n[nH]c(C)c3c2=N)ccc1Cl	18%	-54%	-6%	?	0%[9.26 µM]	-10%	-3%	-3%	-1%	?	?
CCc1cccc(NC2c3ccccc3C(=O)N2c2ccc(C)cn2)c1 (stereo not drawn)	-4%	64%	17%	20%	16%	?	3%	7%	-8%	16%	-4%
COCCc1nnc(NC(=O)C23CC4CC(CC(C4)C2)C3)s1	0%	3%	4%	16%[1.91 µM]	2%	9%	9%	5%	?	0%	-6%
